LYPLA1 inh: counter-screen for PME1 inhibitors: inhibitors of human LYPLA1; O75608; recombinant LYPLA1, FP-Rh probe fluorescence polarization; inhibition, % at 5.9 µM; actives 0.16% (n = 320,000);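 active = inhibition above the mean of all tested compounds plus 3 SD, set per campaign, cut at about 14% in these data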;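 note: inhibitors block serine hydrolase probe labeling of LYPLA1 so polarization falls; 0% = enzyme with DMSO and 100% = wells lacking LYPLA1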
Target sequence (O75608 whole entry, looked up): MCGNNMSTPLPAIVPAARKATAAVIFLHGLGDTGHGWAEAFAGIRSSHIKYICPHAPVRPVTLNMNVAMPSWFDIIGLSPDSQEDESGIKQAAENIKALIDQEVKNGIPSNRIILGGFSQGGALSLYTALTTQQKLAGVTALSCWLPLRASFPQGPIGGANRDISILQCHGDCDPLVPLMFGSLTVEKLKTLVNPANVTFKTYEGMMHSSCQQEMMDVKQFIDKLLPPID
pPAFAH FP inh: pPAFAH (human) enzyme inhibition; recombinant pPAFAH, FP-rhodamine probe fluorescence polarization; Q13093; inhibition, % at 3.39 µM; AID 463082; actives 1.5% (n = 330,000);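 active = inhibition above the mean inhibition across the screen plus 3 SD, cut at about 25% in these data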;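 note: inhibitors block binding of the rhodamine activity-based probe so polarization drops; 0% = enzyme with DMSO and 100% = wells lacking pPAFAH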
PAFAH2 FP inh: PAFAH2 (human) inhibition | Q99487 | actives 0.99% (n = 340,000) | recombinant PAFAH2, FP-rhodamine activity probe, fluorescence polarization | inhibition, % at 3.39 µM;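 active = inhibition above the mean over all tested compounds plus 3 SD, cut at about 30% in these data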;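 note: inhibitors block probe labeling of enzyme so polarization drops; 0% = enzyme with DMSO and 100% = wells lacking PAFAH2 protein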
GSTO1 counter: blocks human GSTO1 in RBBP9 counter-screen. actives 1.1% (n = 300,000). inhibition, % at 5.96 µM. recombinant GSTO1, activity-based probe fluorescence polarization. AID 1974;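 active = inhibition above the campaign mean inhibition plus 3 SD, cut at about 35% in these data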;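 note: 0% = GSTO1-1 with DMSO and 100% = wells lacking GSTO1-1 enzyme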
LYPLA2 inh: LYPLA2 (human) inhibition in PME1 counter-screen; AID 2177; actives 0.38% (n = 320,000); O95372; inhibition, % at 5.9 µM; recombinant LYPLA2, FP-Rh probe fluorescence polarization;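 active = inhibition above the screen-wide mean plus 3 SD, limit set per campaign, cut at about 26% in these data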;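 note: 0% = LYPLA2 with DMSO and 100% = wells lacking LYPLA2 enzyme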
Target sequence (O95372 whole entry, looked up): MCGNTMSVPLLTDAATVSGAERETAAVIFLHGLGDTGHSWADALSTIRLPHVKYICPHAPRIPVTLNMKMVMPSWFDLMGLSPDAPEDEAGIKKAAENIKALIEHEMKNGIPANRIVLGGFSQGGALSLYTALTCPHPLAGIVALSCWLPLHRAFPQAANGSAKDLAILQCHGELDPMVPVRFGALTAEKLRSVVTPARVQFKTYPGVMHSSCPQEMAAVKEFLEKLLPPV
PAD4 inh: blocks human protein arginine deiminase 4 | actives 0.41% (n = 330,000) | Q9UM07 | AID 485272 | inhibition, % at 6.36 µM | recombinant PAD4, RCA probe fluorescence polarization;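 active = percent inhibition above a cutoff equal to the mean of all tested compounds plus 3 SD, cut at about 15% in these data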;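 note: 0% = PAD4 with RCA probe and DMSO and 100% = probe without PAD4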
PAFAH1B3 inh: blocks human PAF acetylhydrolase 1B catalytic subunit 3 | actives 0.28% (n = 340,000) | recombinant PAFAH1B3, FP-rhodamine probe, fluorescence polarization | inhibition, % at 3.39 µM | Q15102 | AID 492972;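 active = inhibition above the screen-wide average of all tested compounds plus 3 SD, cut at about 25% in these data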;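 note: 0% = enzyme with DMSO only and 100% = wells lacking PAFAH1B3 protein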
Target sequence (Q15102 whole entry, looked up): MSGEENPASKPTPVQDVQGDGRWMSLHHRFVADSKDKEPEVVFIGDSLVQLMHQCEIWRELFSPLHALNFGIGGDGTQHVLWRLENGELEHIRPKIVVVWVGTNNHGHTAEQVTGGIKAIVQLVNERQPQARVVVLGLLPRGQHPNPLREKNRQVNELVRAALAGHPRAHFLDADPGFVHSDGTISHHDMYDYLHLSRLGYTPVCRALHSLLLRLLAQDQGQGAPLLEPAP
PAFAH1B2 inh: blocks human PAF acetylhydrolase 1b catalytic subunit 2 | actives 1.2% (n = 340,000) | P68402 | inhibition, % at 3.39 µM | recombinant PAFAH1B2, FP-rhodamine activity probe, fluorescence polarization;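 active = inhibition above the mean of all tested compounds plus 3 SD, cut at about 24% in these data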;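 note: 0% = enzyme with DMSO and 100% = wells lacking PAFAH1B2; many of its hits are not listed in these tables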
Target sequence (P68402 whole entry, looked up): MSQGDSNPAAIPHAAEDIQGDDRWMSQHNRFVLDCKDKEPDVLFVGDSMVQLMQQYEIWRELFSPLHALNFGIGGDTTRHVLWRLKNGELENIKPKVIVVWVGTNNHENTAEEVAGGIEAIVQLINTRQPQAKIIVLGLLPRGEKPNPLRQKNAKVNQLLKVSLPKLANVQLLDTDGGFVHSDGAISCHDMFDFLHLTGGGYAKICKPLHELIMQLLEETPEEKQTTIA
PREPL inhibitor: inhibits the human prolyl oligopeptidase-like enzyme | inhibition, % at 5.96 µM | actives 0.68% (n = 320,000) | Q4J6C6 | AID 2751 | recombinant PREPL, fluorescence polarization activity-based probe; in the data active = inhibition above about 43%;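 note: 0% = enzyme with DMSO and 100% = wells lacking enzyme; many of its hits are not listed in these tables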
An asterisk follows results filed as active; nt = no result given. These rows are one share of the data; the hit share may differ from the screen's.

SMILES	LYPLA1 inh	pPAFAH FP inh	PAFAH2 FP inh	GSTO1 counter	LYPLA2 inh	PAD4 inh	PAFAH1B3 inh	PAFAH1B2 inh	PREPL inhibitor
Cc1ccc(-n2ncc3c(=O)n(CC(=O)NCC4CCCO4)cnc32)cc1 (centres undefined)	2.4	6.3	2.4	1.3	12.4	5.7	1.5	-1.0	11.8
O=S(=O)(c1ccccc1)N(CC(O)CN1CCCCC1)c1ccccc1 (centres undefined)	-0.7	4.0	-4.4	0.7	-5.3	4.5	4.6	-0.5	-11.4
COC(=O)c1ccc(OC(C)C(=O)c2ccc(C)cc2)cc1 (centres undefined)	-1.3	3.1	-4.0	3.5	4.0	0.5	7.8	4.6	-4.6
C(=N\n1cnnc1)/c1ccccc1OCCOc1ccccc1	3.1	2.4	-0.8	11.7	10.5	0.1	8.7	2.1	9.2
CC1(C)NC(=O)N(CC(=O)N2CCN(c3cccc(C(F)(F)F)c3)CC2)C1=O	2.6	1.1	-2.2	4.2	3.5	-1.2	1.7	0.8	4.0
Cc1ccc(N(CC(=O)N/N=C/c2cc(C)n(-c3ccccc3C)c2C)S(C)(=O)=O)cc1	0.5	9.0	1.2	6.2	1.0	-0.8	6.4	3.6	7.3
COCC(=O)NCCSc1c(C)[nH]c2ccccc12	1.4	6.8	17.1	1.5	13.0	2.1	3.8	1.9	1.2
O=C(CSc1nnc(Cc2cccs2)n1Cc1ccco1)Nc1cc(Cl)cc(Cl)c1	-20.1	-3.2	-11.4	-2.7	-31.9	4.9	-4.0	3.0	-31.5
Cc1nc(SCC(=O)N2CCN(c3ccccc3)CC2)c2oc3ccccc3c2n1	-6.0	-1.4	-3.2	-17.3	-3.5	4.0	7.4	2.5	-2.2
O=C(Nc1cccc(S(=O)(=O)N2CCOCC2)c1)c1ccccc1[N+](=O)[O-]	-0.7	-0.8	-1.3	nt	-2.1	0.0	-0.8	-1.0	0.8
CCN1C(=O)[C@H]2[C@@H](c3ccc(C)cc3)N3C(=O)N(c4cccc(F)c4)C(=O)[C@@]3(Cc3ccc(Cl)cc3)[C@H]2C1=O	-5.3	-1.2	3.6	-6.8	-5.7	-0.7	5.2	5.0	-7.4
O=C(CSc1nccc(=O)[nH]1)Nc1ccc(N2CCOCC2)cc1	-0.9	1.6	1.5	4.1	2.7	-3.4	6.4	1.5	-1.1
COc1ccc(NC(=O)CC2SC(=NCc3ccccc3OC)NC2=O)cc1 (centres undefined)	2.0	0.6	-10.1	-8.3	17.8	-1.1	2.9	-0.5	-2.7
CC(=O)Nc1ccc(C(=O)N(C2=NC(C)CS2)c2ccc(Cl)cc2)cc1 (centres undefined)	-16.3	4.2	2.9	0.4	-7.6	-2.7	4.9	2.4	-21.5
CSCCC(NC(=O)c1ccccc1)C(=O)NCCc1ccc2c(c1)OCCO2 (centres undefined)	0.3	-5.9	-7.5	nt	3.8	-2.3	-2.6	-7.5	3.3
Cc1cc(C)n(-c2ccc(-n3ccnc3)nn2)n1	1.1	3.0	-8.4	6.0	7.4	1.9	16.1	1.9	3.9
NC(=O)c1ccccc1O	-0.8	-2.4	-5.1	3.2	2.4	-1.0	2.8	3.5	-4.2
Cc1cc(OC(F)F)ccc1NC(=O)Nc1ccc2c(c1)OCO2	1.1	1.0	1.7	4.4	4.0	-2.1	-2.5	0.4	-0.2
O=C1CC(C(=O)Nc2ccc(Cl)cc2[N+](=O)[O-])C2(CCCCC2)O1 (centres undefined)	4.2	3.1	-1.9	1.7	11.4	-4.1	-10.3	2.1	10.9
CCOC(=O)CNC(=O)C1c2cc(OC)c(OC)cc2C(=O)N(C)C1c1ccccc1F (centres undefined)	0.1	-2.4	-5.1	-1.7	6.7	1.9	2.1	-3.3	-3.1
COc1ccc(/C=N/NC(=O)c2cccc([N+](=O)[O-])c2)c2ccccc12	3.1	1.0	-1.0	4.9	2.0	-7.0	2.5	-0.4	7.7
N#CC1=C(N)C(C#N)(C#N)C2(C(=O)Nc3ccccc32)C2CCCC=C12 (centres undefined)	-1.4	5.3	5.8	17.7	-4.7	-7.7	-2.5	4.5	7.3
CC(=O)Nc1ccc(OCc2nnc(-c3ccccc3)o2)cc1	-3.6	6.6	-4.2	-6.1	-1.0	-4.1	1.9	2.8	3.4
CCCN1CCN(CC(=O)Nc2cc(OCC)ccc2OCC)CC1	-3.8	2.4	3.4	-2.1	-5.2	-3.1	3.2	8.2	23.0
O=C(CSc1ncccn1)N1CCCCCC1	nt	0.4	-6.3	nt	nt	3.4	7.1	2.1	-0.3
CC1(C)C2CCC1(C)C(OCC[N+](C)(C)CC(=O)OC1CCCCC1)C2 (centres undefined)	0.7	3.3	3.4	2.4	1.7	3.7	4.9	1.1	16.1
CC1CCCN(CCCNC(=O)c2coc3nc4ccccc4nc23)C1 (centres undefined)	-3.0	-5.4	-1.5	-2.8	-7.0	-5.8	-6.8	1.0	17.6
COc1ccc(NC(=O)Nc2cccc(C(=O)N3CCOCC3)c2)cc1OC	-2.5	-0.1	0.5	-0.1	-1.3	-7.5	-3.6	0.7	9.5
CCOC(=O)C1=C(C)Nc2nc(SCc3cccnc3)nn2C1c1ccc(OC)cc1 (centres undefined)	2.9	0.5	-3.2	7.0	1.5	2.7	8.6	-2.1	-9.1
Cc1ccc(CNC(=O)CCS(=O)(=O)c2ccc3c(c2)NC(=O)CO3)cc1	1.5	2.3	2.0	-3.3	0.2	-3.0	7.8	-0.8	4.4
O=C(Cn1cnc2c(nnn2Cc2ccc(F)cc2)c1=O)NCc1ccc2c(c1)OCO2	0.6	5.3	8.3	-5.8	-0.2	3.9	10.7	7.2	-2.8
CCc1nc2ccccc2c(NC(=O)CN2CCC(C)CC2)c1C	3.5	2.9	-4.2	-6.0	8.3	0.6	-0.9	9.0	4.3
O=S(=O)(Cc1ccccc1)N1CCN(Cc2ccc3c(c2)OCO3)CC1	-3.2	0.6	18.5	-0.9	-2.4	-8.2	2.9	6.3	6.8
CC12CCC(=O)N1C(C(=O)NNC(=O)c1ccc(Br)cc1)CS2 (centres undefined)	-2.5	0.1	-4.4	nt	-2.3	-1.3	-0.9	-1.4	0.5
CC(C)Cc1nc2ccc(N)cc2[nH]1	7.5	4.3	0.3	1.4	-0.2	-0.2	18.9	7.0	0.4
CC(=O)c1c(Nc2ccc3c(c2)OCCO3)oc(C)cc1=O	1.7	-7.2	-1.0	1.6	1.4	-2.5	0.5	9.4	7.3
COc1ccc(OC)c(NC(=O)CSc2ncccn2)c1	1.2	9.3	-1.8	4.3	10.6	-8.0	1.9	-1.1	12.6
Cc1cn([C@H]2C[C@H](O)[C@@H](COS(=O)(=O)O)O2)c(=O)[nH]c1=O	nt	-5.8	3.6	nt	nt	-3.5	-5.8	7.2	16.3
CC(C)N(C(=O)Cn1c(SCC(=O)Nc2nccs2)nc2ccccc21)C(C)C	1.1	2.6	2.6	5.3	1.9	-0.9	3.7	9.1	-1.8
COC(=O)[C@@]1(Cc2ccc(F)cc2)[C@H]2c3cc(C(=O)N4CCCC4)n(Cc4ccc(C(F)(F)F)nc4)c3C[C@H]2CN1C(=O)c1ccccc1	3.1	7.6	nt	-1.0	-0.1	6.4	nt	nt	16.2
O=C(COC(=O)/C=C/c1cccs1)Nc1nc(-c2cccc(Br)c2)cs1	-2.6	0.0	9.7	-11.7	14.0	-4.8	0.4	7.3	-30.6
O=C(CNC(=O)c1ccco1)Nc1ccc(Br)cc1	-0.9	0.0	-7.9	1.0	-5.5	4.1	1.0	3.7	11.9
CC(=O)C1=C(O)C(=O)N(c2ccc(O)cc2)C1c1ccc(F)cc1 (centres undefined)	8.3	3.6	9.8	0.3	7.2	-4.9	-1.0	18.5	19.7
O=C(COc1ccc(Cl)cc1)Nc1ccc2oc(-c3ccncc3)nc2c1	1.7	3.0	-7.2	-12.4	6.6	-13.4	-9.6	0.4	-57.2
CCCN1C2CCCC1CC(NC(=O)c1cccc(OC)c1)C2 (centres undefined)	-0.8	-0.3	4.2	0.4	3.0	3.0	8.0	0.6	15.3
COc1ccc(CNC(=O)c2ccc[nH]2)cc1Cl	3.0	-6.8	-3.8	4.2	3.5	-1.6	16.9	9.7	14.6
O=C(O)c1ccc(S(=O)(=O)Nc2cccc(CP(=O)(c3ccccc3)c3ccccc3)c2)cc1	-3.4	5.5	-3.5	-1.8	-4.4	-0.8	5.1	4.5	-8.4
CCN(CC(=O)Nc1c(F)cccc1F)C(=O)C1CCN(C(=O)c2ccc(F)cc2)CC1	2.0	0.8	7.4	2.5	8.3	8.3	7.6	5.7	1.8
CCn1c(COc2cccc(C)c2)nnc1SCC(=O)Nc1cccc(C(=O)OC)c1	0.6	-0.7	5.2	-2.4	-5.1	-2.6	-2.8	-4.0	-13.1
Cc1cc(C)c(S(=O)(=O)N2CCN(C(=O)c3c(C)noc3C)CC2)c(C)c1	-0.1	5.0	10.4	nt	-1.4	-0.7	0.6	0.2	2.2
Cc1ccc2[nH]c(=O)c(CN(Cc3cccs3)C(=S)NCC3CCCO3)cc2c1 (centres undefined)	-5.8	-3.0	-5.1	-4.8	-6.4	0.6	-0.2	2.9	8.2
O=C(NC(Cc1ccccc1)C(=O)O)/C(=C\c1ccc(F)cc1)NC(=O)c1ccccc1 (centres undefined)	-0.3	0.4	-2.1	3.5	-6.9	-5.3	-0.8	7.2	-2.1
CCOC(=O)c1c(C)[nH]c(C2=NNC(=Nc3ccc(OCC)cc3)SC2)c1C	-8.6	9.2	-4.5	-2.3	0.5	-20.8	12.7	3.2	19.8
Cc1ccc2nc(Nc3nc(CSc4nc5ccccc5s4)cc(=O)[nH]3)nc(C)c2c1	-9.4	2.8	-5.0	1.8	-6.1	-1.7	-0.4	-4.8	-13.9
CCn1cc(/C=C/C(=O)Nc2c(C)nn(Cc3ccccc3)c2C)cn1	-0.2	4.8	-2.9	-2.0	3.5	1.8	7.7	3.2	-1.8
Cc1[nH]c2ccccc2c1SCC(=O)N1CCN(c2ccccc2)CC1	-0.5	0.1	7.0	-2.5	1.1	1.1	5.3	4.2	27.6
Cn1c(CC(=O)NNC(=O)c2cncc(Br)c2)nc2ccccc21	nt	-0.1	0.5	nt	nt	-2.0	10.2	8.6	13.3
CC(=O)c1cccc(NCC(=O)N2CCN(S(=O)(=O)c3ccccc3)CC2)c1	2.1	-0.1	0.6	nt	-3.6	-1.5	2.1	5.9	6.8
CC(c1ccccn1)N(C)C(=O)c1ccc2nc(Cc3ccccc3F)oc2c1 (centres undefined)	-4.8	4.0	-0.9	2.3	-2.5	-1.6	-0.2	-0.2	3.1
C=CCn1c(SCC(=O)c2c(C)[nH]c3ccccc23)nnc1-c1ccncc1	1.5	0.5	nt	-3.2	3.3	-4.8	nt	nt	-2.9
COc1ccc(COCCN2CCN(S(=O)(=O)c3ccccc3)CCC2=O)cc1	5.2	0.7	1.1	5.0	4.2	3.5	0.9	4.7	18.1
C=CCSc1nc(C)c(CC(=O)OCCCC)c(=O)[nH]1	-1.6	5.7	15.4	-1.0	0.5	-4.1	8.9	6.9	-2.4

Full records, quoted from the list. Order of values: LYPLA1 inh	pPAFAH FP inh	PAFAH2 FP inh	GSTO1 counter	LYPLA2 inh	PAD4 inh	PAFAH1B3 inh	PAFAH1B2 inh	PREPL inhibitor
`COc1ccc(COCCN2CCN(S(=O)(=O)c3ccccc3)CCC2=O)cc1` in the list: 5.2	0.7	1.1	5.0	4.2	3.5	0.9	4.7	18.1
`CC(=O)c1cccc(NCC(=O)N2CCN(S(=O)(=O)c3ccccc3)CC2)c1` in the list: 2.1	-0.1	0.6	nt	-3.6	-1.5	2.1	5.9	6.8

From PubChem BioAssay
